DAX1 inh-1: DAX1 (NR0B1) inhibitors on StAR promoter, primary screen, cell-based, luminescence, SF-1 (NR5A1), full-length DAX-1 | AID 652010, 2013 | HEK293T StAR-luciferase reporter, SF-1/DAX-1 repression relief | inhibition, % at 6.8 µM | hit rate 1.1% among 370,000;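 active = inhibition above the mean over all tested compounds plus 3 SD, cut at about 3.6% in these data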;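 note: 0% = DAX-1 cells with DMSO and 100% = cells lacking DAX-1 with DMSO; higher inhibition means more luminescence from relief of DAX-1 repression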
NPR1 activator: GC-A stimulated cGMP production enhancers – HEK293 GC-A cells, cGMP TR-FRET, EC30 ANP, primary screen; AID 1671463, 2021; hit rate 0.14% among 370,000; Atrial natriuretic peptide receptor 1 (Homo sapiens), P16066; 0% at EC30 ANP, 100% saturating ANP; activation, % at 10 µM; in the data active = activation above about 40%
hcDAF12 agonist: H. contortus DAF-12 nuclear receptor activators, primary screen, cell-based, luminescence, HEK293, lit1-tk-luc reporter | HEK293 hcDAF-12 lit1-tk-luc reporter; 0% DMSO, 100% Δ7-dafachronic acid | AID 652067, 2013 | activation, % at 6.8 µM | hit rate 1.4% among 370,000;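 active = activation above the mean of all tested compounds plus 3 SD, cut at about 5.5% in these data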;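 note: 100% = response to 3 µM Δ7-dafachronic acid high control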
hgDAF-12 ag: H. glycines DAF-12 receptor agonists, primary screen, cell-based, luminescence, HEK293, GAL4 fusion, UAS-luciferase; hit rate 1.8% among 370,000; Nuclear hormone receptor DAF-12 (Heterodera glycines), GAL4 fusion; HEK293 GAL4-hgDAF12 UAS-luciferase reporter, agonist luminescence; normalized to butyrate control; activation, % at 6.8 µM;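 active = activation above a cutoff set at the mean of all screened compounds plus 3 SD, cut at about 10% in these data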;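 note: 0% = DMSO wells and 100% = sodium butyrate wells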
SMARCA2 act: SMARCA2 (BRM) function activators, primary screen, cell-based, luminescence, high throughput; MG213 cells, MMTV-luciferase reporter, dexamethasone, overnight; activation, % at 9.1 µM; hit rate 1% among 370,000; in the data active = activation above about 7.8%;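 note: 0% = vehicle wells and 100% = reference activator wells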
DAX1 inh-2: DAX1 (NR0B1) inhibitors, primary screen, cell-based, HEK293, Gal4-DAX1, luciferase luminescence; Nuclear receptor subfamily 0 group B member 1 (Homo sapiens), P51843; HEK293 Gal4-DAX1 luciferase reporter; inhibition, % at 6.75 µM; hit rate 0.99% among 340,000; AID 504766, 2011;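 active = inhibition above the mean over all tested compounds plus 3 SD, cut at about 4.2% in these data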;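 note: 0% = DAX1-transfected cells with DMSO and 100% = empty-vector control cells with DMSO; inhibition shows as a rise in luminescence from relieved DAX1 repression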
Target sequence (P51843 207-470 limits assumed): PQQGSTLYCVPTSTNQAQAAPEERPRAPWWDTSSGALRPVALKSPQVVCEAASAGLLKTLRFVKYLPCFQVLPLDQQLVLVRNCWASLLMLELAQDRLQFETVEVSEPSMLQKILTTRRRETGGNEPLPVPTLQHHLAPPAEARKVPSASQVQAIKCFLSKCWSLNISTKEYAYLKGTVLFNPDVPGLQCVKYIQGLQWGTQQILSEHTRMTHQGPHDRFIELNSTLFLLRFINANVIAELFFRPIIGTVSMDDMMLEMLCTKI
NPR2 activator: human GC-B receptor activators, primary screen, HEK293 GC-B cells, cGMP TR-FRET, EC30 CNP | Atrial natriuretic peptide receptor 2 (Homo sapiens), P20594 | 0% at EC30 CNP, 100% saturating CNP | activation, % at 10 µM | hit rate 0.11% among 370,000;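 active = activation at 10 µM reaching about 35% in either raw or pattern-adjusted values, limit read from the data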
ssDAF12 agonist: S. stercoralis DAF-12 nuclear receptor activators, primary screen, cell-based, luminescence, HEK293, GRIP1 co-expression, lit1-tk-luc; AID 652126, 2013; activation, % at 6.8 µM; hit rate 1% among 370,000; HEK293 ssDAF-12/GRIP1 lit1-tk-luc reporter; % of 3 µM dafachronic acid response;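 active = activation above the mean over all tested compounds plus 3 SD, cut at about 0.9% in these data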;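 note: 0% = DMSO-only wells and 100% = 3 µM delta7-dafachronic acid wells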
FXN GAA850 act: FXN promoter activators, primary screen, cell-based, luciferase luminescence, HEK293 lucGAA850. HEK293 lucGAA850 FXN promoter luciferase reporter, 24 h; percent of 10 µM SAHA response. activation, % at 6 µM. hit rate 0.56% among 360,000. AID 540364, 2011;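 active = activation above the average of all compounds screened plus 3 SD, cutoff fixed separately per campaign, cut at about 7.5% in these data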;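 note: 0% = DMSO wells and 100% = 10 µM SAHA wells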
ADAM10 inh: human ADAM10 inhibitors, primary screen, biochemical, QFRET, HTS | recombinant ADAM10, EDANS/DABCYL FRET peptide cleavage, 3 h | inhibition, % at 7 µM | hit rate 0.62% among 370,000 | AID 720582, 2013;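 active = inhibition above a per-campaign cutoff equal to the mean of compounds falling between control-based bounds plus 3 SD, cut at about 20% in these data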;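 note: 0% = DMSO wells while the 100% control is not disclosed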
Target sequence (O14672 214-748 limits assumed): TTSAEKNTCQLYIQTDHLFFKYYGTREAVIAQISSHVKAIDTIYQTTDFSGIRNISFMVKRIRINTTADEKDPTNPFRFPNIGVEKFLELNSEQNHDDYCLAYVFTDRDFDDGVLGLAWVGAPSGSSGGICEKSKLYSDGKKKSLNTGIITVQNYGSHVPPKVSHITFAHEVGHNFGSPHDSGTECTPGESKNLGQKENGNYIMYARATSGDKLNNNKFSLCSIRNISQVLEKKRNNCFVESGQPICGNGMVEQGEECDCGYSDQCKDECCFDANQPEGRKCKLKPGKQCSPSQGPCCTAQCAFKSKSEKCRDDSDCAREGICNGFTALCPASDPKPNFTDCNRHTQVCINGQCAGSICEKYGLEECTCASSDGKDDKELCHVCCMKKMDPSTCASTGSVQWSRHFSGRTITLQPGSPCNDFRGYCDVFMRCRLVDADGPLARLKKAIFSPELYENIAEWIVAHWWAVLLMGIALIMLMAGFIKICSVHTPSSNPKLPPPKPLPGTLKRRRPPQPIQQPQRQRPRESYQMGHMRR
HGIII-sPLA2 inh: human group III sPLA2 inhibitors, primary screen, biochemical, QFRET, BODIPY PC-A2 liposome substrate; QFRET BODIPY PC-A2 liposome hydrolysis, fluorescence; inhibition, % at 12.2 µM; hit rate 0.56% among 370,000; AID 743126, 2013;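 active = inhibition above mean plus 3 SD of compounds lying within the high and low control bounds, cut at about 19% in these data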;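 note: 0% = median of test compound wells and 100% = no enzyme DMSO wells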
Active calls of the source: *; . = no result given.

mol | NPR2 activator | DAX1 inh-1 | ADAM10 inh | FXN GAA850 act | DAX1 inh-2 | ssDAF12 agonist | hgDAF-12 ag | NPR1 activator | hcDAF12 agonist | SMARCA2 act | HGIII-sPLA2 inh
CC(=O)c1ccccc1C(=O)N1CCC(CCC(=O)NCc2ccc(F)cc2)CC1 | 3 | -0.4 | -5 | -0.4 | -0.8 | -1.1 | -1.2 | 1 | -0.8 | -1 | 7
COc1cc(C=NNc2ccccc2)ccc1OC(=O)c1ccccc1 | 4 | -0.3 | 5 | -2.0 | 0.9 | -1.0 | -2.4 | -1 | -0.3 | -1 | -6
COc1ccc(-n2nc(C(=O)N3CCN(Cc4ccc5c(c4)OCO5)CC3)c3ccccc3c2=O)cc1 | 4 | 0.9 | -7 | 0.6 | -0.9 | -0.8 | -0.6 | 3 | -1.2 | -1 | 9
O=C(COc1ccc2ccccc2c1)N1CCN(C(=O)c2cccs2)CC1 | -10 | 0.3 | -1 | -2.1 | -0.1 | -0.6 | 0.5 | -3 | -1.3 | -1 | -8
Cc1ccc(NS(=O)(=O)c2cc(C(=O)N3CCN(C)CC3)ccc2C)cc1C | 0 | 0.2 | 9 | -1.4 | -0.5 | -1.4 | -1.8 | 2 | -1.6 | 3 | -6
OCC[C@@H]1C[C@@H](O)[C@H](O)[C@@]2(Cc3ccccc3O2)O1 | 4 | 0.3 | 4 | 1.3 | 0.6 | -0.3 | 2.3 | -1 | -2.8 | 0 | 5
N=C1S/C(=C\c2ccc(-c3cccc(Cl)c3)o2)C(=O)N1c1nccs1 | 5 | -0.1 | -5 | 1.5 | 0.2 | -0.9 | -0.7 | 9 | 1.4 | -1 | 7
CCOC(=O)COc1c(Cl)cc(/C=C2\N=C(C)OC2=O)cc1OC | -1 | -0.1 | -6 | 2.5 | 0.7 | -1.4 | -0.7 | 8 | -0.1 | -4 | 8
CCCc1cc(=O)oc2c(C)c(OCC(=O)Nc3ccccn3)ccc12 | 5 | -2.1 | -30 | 0.3 | 1.6 | -1.4 | -1.9 | 8 | -2.2 | 2 | 8
COc1ccccc1CCC(=O)N1CCN(S(=O)(=O)c2cc(C(F)(F)F)ccc2Cl)CC1 | -9 | 0.7 | -2 | 3.1 | 0.0 | -1.4 | -2.0 | -5 | 0.1 | -3 | -5
Cc1cccc(C)c1-n1c(SCC(=O)N2CC(=O)Nc3ccccc32)nc2ccccc2c1=O | -20 | -0.8 | 14 | 0.6 | -0.7 | -2.2 | -6.4 | -27 | -3.0 | 6 | -8
CC(C)c1ccccc1NC(=O)CCCC(=O)O | -12 | -0.5 | 7 | 3.1 | 0.6 | -0.9 | 0.5 | -4 | -1.1 | 1 | 2
COc1ccc(CN2C3CCCC2CC(NC(=O)Nc2ccccc2)C3)cc1 (centres undefined) | -2 | 1.0 | 3 | -0.6 | 0.4 | -0.9 | 0.3 | -9 | -1.2 | -2 | -1
Cn1cccc1CN1CCC[C@]2(N[C@H](c3ccc(C(F)(F)F)cc3)[C@@H]3C(=O)N(Cc4ccccc4)C(=O)[C@@H]32)C1=O | 4 | 1.1 | 7 | -4.7 | 0.3 | -1.0 | -0.9 | 0 | -1.1 | -3 | -12
Cc1cc(C)cc(OCc2nnc(SCC(=O)OC(C)C)o2)c1 | 0 | -0.3 | 6 | -0.5 | -0.4 | -0.5 | -2.1 | 9 | 0.1 | 0 | -10
Cc1ccc(NC(=O)CCCN2C(=O)C(c3ccccc3)Oc3cccnc32)c(C)c1 (centres undefined) | 3 | -0.8 | -3 | -1.0 | -0.6 | -1.0 | -2.9 | 0 | 1.2 | -2 | -1
COC(CN(C)S(=O)(=O)c1cc2c3c(c1)CCN3C(=O)CC2)OC | 4 | -0.4 | -6 | 0.7 | -0.4 | -1.5 | -1.8 | 1 | -0.5 | 0 | 3
COc1ccc(NS(=O)(=O)c2cccs2)cc1S(=O)(=O)N1CCOCC1 | 2 | -0.2 | 2 | 0.1 | -0.7 | -1.1 | -0.4 | 2 | -1.8 | -1 | 4
CCOC(=O)CC1(NC(=O)c2cc(COc3ccc(F)c(F)c3)on2)CCCCC1 | -5 | 0.1 | 12 | 1.2 | -0.3 | -1.3 | -3.7 | 8 | -3.2 | -2 | -8
CC(NC(=O)CCNC(=O)c1ccccc1Cl)C1CC2CCC1C2 (centres undefined) | 2 | 0.5 | 3 | -2.2 | 2.7 | -2.1 | 0.2 | 3 | -0.8 | 0 | 5
NC(CCc1ccccc1)c1csc(NC(=O)Nc2ccccc2Oc2ccccc2)n1 (centres undefined) | -1 | -0.2 | 29* | 11* | . | -1.2 | 3.5 | -4 | -0.9 | -5 | 10
CCN1C(=O)/C(=C2/C=Cc3cc(C)ccc3N2CC)N(C)C1=S | -6 | -0.3 | -19 | -0.8 | -0.8 | -1.5 | 0.3 | -10 | -3.3 | -1 | 19
Cc1cc(/C=N/n2cnnc2)c(C)n1-c1cccc(C(=O)O)c1 | 2 | -0.4 | -2 | 0.5 | -0.3 | -1.2 | 1.0 | -4 | -0.8 | 3 | 1
CC1CN(S(=O)(=O)c2ccc(C(=O)Nc3nncs3)cc2)CC(C)O1 (centres undefined) | 3 | -0.7 | -8 | 1.1 | 1.6 | -0.7 | 1.5 | 2 | -0.9 | 0 | 0
O=C(Nc1ccc(Cl)cc1C(=O)NCc1cccnc1)c1ccco1 | 9 | -1.3 | 3 | 1.0 | 1.3 | -1.3 | 1.0 | 3 | 0.7 | 7 | 0
C[C@@H]1CC2=C(C(=O)OC(C)(C)O2)[C@H](c2ccc(Cl)cc2)O1 | 1 | 0.2 | 0 | . | . | -1.1 | -2.1 | -3 | -1.0 | 0 | -4
O=C(c1cnccn1)N1CCc2ccccc21 | 3 | 0.0 | 0 | -1.8 | 0.2 | -0.2 | 1.6 | 0 | -0.6 | -2 | -4
CC(C)C[C@H](NC(=O)N1CCn2c1nc1ccccc12)C(=O)NCc1ccccc1 | -9 | 0.1 | 7 | 1.6 | 0.0 | -1.3 | -2.4 | -9 | -3.2 | 2 | 2
Cc1noc(C)c1CSc1ccccc1C(=O)Nc1nccs1 | -4 | -1.0 | 0 | 1.4 | 1.3 | -0.9 | 1.6 | -5 | -0.5 | -1 | -2
O=[N+]([O-])c1ccc(Cc2nnc(-c3ccccc3Cl)o2)cc1 | 0 | 1.1 | -6 | 5.2 | 0.8 | 0.0 | 7.0 | 0 | 2.1 | 5 | -59
O=C(NCCSCc1c(F)cccc1Cl)c1ccco1 | 0 | -0.6 | -3 | 3.8 | 0.4 | -0.2 | 3.4 | 1 | -1.1 | -1 | 1
Cc1cccc2cc(COC(=O)c3ccccn3)c(=O)[nH]c12 | 1 | 0.1 | -2 | 1.9 | -1.4 | -1.1 | -2.3 | -1 | 1.2 | 1 | 8
O=C(CSc1nncs1)Nc1ccc2c(c1)OCCO2 | . | 0.6 | 1 | 4.3 | 1.3 | -0.5 | 5.5 | . | 2.0 | 4 | -11
O=C(CSc1nnc(-c2cnccn2)n1Cc1ccco1)c1ccc(Cl)c(Cl)c1 | -14 | -0.5 | -2 | 1.9 | -0.3 | -1.1 | -0.8 | -19 | 0.1 | -3 | -28
O=[N+]([O-])c1ccc2[nH]c3nc4ccccc4nc3c2c1 | 1 | 0.0 | -3 | 2.9 | -1.0 | -0.5 | 0.5 | 5 | 0.4 | 0 | 5
COC(=O)C1CCCN1C(=O)COc1ccc(Cl)cc1Br (centres undefined) | 4 | 0.3 | 1 | 1.1 | 0.4 | -1.4 | 2.0 | 15 | -0.6 | -2 | 5
O=C(Nc1ccccc1)NC1CCCCC1 | 13 | 1.5 | -3 | 1.5 | 0.8 | -0.7 | 3.6 | 1 | 3.6 | 0 | 7
CC(=O)Oc1[nH]c(=O)c2cccc3c2c1CCC3 | -4 | 0.4 | -219 | 1.1 | 0.7 | -1.2 | -0.3 | -4 | -0.7 | 3 | -1
CN1CCN(C(CNS(=O)(=O)c2ccc(F)cc2)c2cccnc2)CC1 (centres undefined) | 2 | -0.1 | -7 | 1.7 | 1.0 | -1.3 | -2.7 | 0 | -0.6 | -1 | -2
O=C(Cn1[nH]c(=O)c2ccccc2c1=O)NC1CCCCCC1 | -7 | 0.8 | 3 | 0.4 | -0.2 | -0.7 | 4.5 | -2 | 1.4 | 4 | 1
COc1cccc(CSC(C(=O)O)c2ccccc2)c1 (centres undefined) | 0 | 0.3 | -4 | -0.9 | 1.1 | -1.4 | 1.4 | 3 | 1.9 | -2 | -4

Part of the list above, as labelled records:
O=C(Cn1[nH]c(=O)c2ccccc2c1=O)NC1CCCCCC1
  NPR2 activator: -7	DAX1 inh-1: 0.8	ADAM10 inh: 3	FXN GAA850 act: 0.4	DAX1 inh-2: -0.2	ssDAF12 agonist: -0.7	hgDAF-12 ag: 4.5	NPR1 activator: -2	hcDAF12 agonist: 1.4	SMARCA2 act: 4	HGIII-sPLA2 inh: 1

Cc1cccc2cc(COC(=O)c3ccccn3)c(=O)[nH]c12
  NPR2 activator: 1	DAX1 inh-1: 0.1	ADAM10 inh: -2	FXN GAA850 act: 1.9	DAX1 inh-2: -1.4	ssDAF12 agonist: -1.1	hgDAF-12 ag: -2.3	NPR1 activator: -1	hcDAF12 agonist: 1.2	SMARCA2 act: 1	HGIII-sPLA2 inh: 8

CN1CCN(C(CNS(=O)(=O)c2ccc(F)cc2)c2cccnc2)CC1 (centres undefined)
  NPR2 activator: 2	DAX1 inh-1: -0.1	ADAM10 inh: -7	FXN GAA850 act: 1.7	DAX1 inh-2: 1.0	ssDAF12 agonist: -1.3	hgDAF-12 ag: -2.7	NPR1 activator: 0	hcDAF12 agonist: -0.6	SMARCA2 act: -1	HGIII-sPLA2 inh: -2

O=C(CSc1nnc(-c2cnccn2)n1Cc1ccco1)c1ccc(Cl)c(Cl)c1
  NPR2 activator: -14	DAX1 inh-1: -0.5	ADAM10 inh: -2	FXN GAA850 act: 1.9	DAX1 inh-2: -0.3	ssDAF12 agonist: -1.1	hgDAF-12 ag: -0.8	NPR1 activator: -19	hcDAF12 agonist: 0.1	SMARCA2 act: -3	HGIII-sPLA2 inh: -28
